M1AAP inhibition: malaria alanyl aminopeptidase activity blockers – biochemical, fluorogenic H-Leu-NHMec substrate, 1536-well (AID 1445). recombinant M1AAP, H-Leu-NHMec fluorogenic kinetic assay; higher % means a stronger effect. inhibition, % at 30 µM, or IC50 in µM where a hit was titrated. 220,000 compounds, 0.42% hits;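 active = primary inhibition above the hit cutoff, then over 50% inhibition at one or more dose response concentrations, cut at about 23% in these data, passing the limit was not always enough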;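 note: plate controls were DMSO full reaction for no effect and no enzyme background for full effect; strong numbers were not always called active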
Yfh1-off respiration: mitochondrial function rescue without frataxin homolog – Friedreich's ataxia, plus single-dose screen, dose response (AID 1465); S. cerevisiae Yfh1-off respiration, WST-1 reduction, 72 h; higher fold induction means a stronger effect; fold induction at 50 µM; hits with a dose series show EC50 in µM; 220,000 compounds, 0.074% hits;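 active = fold induction of absorbance versus untreated yeast above a set limit, then at least 30% activation at any dose in follow-up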;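 note: activators that raise dye reduction in frataxin-depleted yeast; strong numbers were not always called active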
M17LAP inhibition: P. falciparum M17LAP inhibitors, primary screen, biochemical, fluorogenic H-Leu-NHMec substrate, 1536-well (AID 1619); recombinant M17LAP, H-Leu-NHMec fluorogenic kinetic assay; higher % means a stronger effect; one-dose inhibition, % at 30 µM; IC50 in µM for titrated hits; 220,000 compounds, 0.38% hits;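 active = compound inhibiting the enzyme by more than half at any dose during confirmatory dose-response retesting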;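 note: plate controls were full reaction with DMSO carrier for no effect and no enzyme background for full effect; strong numbers were not always called active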
MT stabilizer: microtubule stabilizers in HeLa cells | HeLa tubulin immunostaining HCS, 24 h; share of cells brighter than vehicle mean+2SD | % tubulin-high responders, % at 10 µM | 200,000 compounds, 0.83% hits | AID 2205;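 active = plate Z-score above 3 for both tubulin-high and condensed-nucleus cell shares, with cell loss under 80%, at 10 µM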;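 note: anti alpha tubulin signal scored within the nucleus-defined area of each cell; some results filed as inactive read as strong as hits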
Autophagy HCS: autophagy modulation, high-content screen | 190,000 compounds, 0.98% hits | MEF GFP-LC3 puncta imaging; test concentration mostly 10 µM | calls only at 10 µM (by protocol);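 active = percentage of spot-positive cells more than 3 SD above its plate mean, without a fluorescence outlier flag or 80% toxicity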;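 note: spot-positive cell cutoff set from DMSO-treated cells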
Dynein transport: dynein cargo transport inhibition; 3617.4 mouse cells, GR-EGFP nuclear translocation imaging; test concentration mostly 20 µM; stimulated with dexamethasone, 1 µM; active compounds read low; z-score, hits read low; 220,000 compounds, 0.47% hits;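 active = plate z-score of nuclear minus cytoplasmic receptor signal below a set negative limit, without overly bright fluorescence or cell loss, cut at about -3.5 in these data, passing the limit was not always enough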;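 note: z-score of nuclear minus cytoplasmic ring GR-EGFP intensity difference per well; some compounds called inactive have numbers as strong as hits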
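Buffer or medium: tetracycline-free induction medium containing charcoal-stripped FBS / Reagent: dexamethasone agonist, 1.0 µM final, for 30 min / Technique: automated 10x imaging of fixed Hoechst-stained cells / Times: induction 48 h, compound 1 h, agonist 30 min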
Hep lipid drop: hepatic lipid droplet formation modulation; AML12 mouse hepatocytes, oleate lipid droplets, BODIPY imaging; inhibition, % at 6.5 µM; 240,000 compounds, 0.4% hits;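 active = lipid droplet intensity inhibited by at least 50%, with more than 500 cells counted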
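material = mouse AML12 hepatocyte cell line, fixed after treatment | also added = 100 µM oleic acid challenge | doses = compound at 6.5 µM only | schedule = overnight exposure | technique = Image-based BODIPY and DAPI two-channel analysis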
Ins promoter up: MIN6 insulin promoter up-regulation; AID 1625; z-score at 5 µM; 190,000 compounds, 0.3% hits; MIN6 insulin promoter-GFP reporter, high-content imaging; active compounds read high;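 active = z-score above 3 at 5 µM with at least 500 cells counted in the well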
CSM14.1 death rescue: rescue of cells from ER stress-induced death, primary screen, 384-well, CSM14.1, thapsigargin, ATP luminescence (AID 1222); CSM14.1 thapsigargin-induced death rescue, ATP luminescence; higher % means a stronger effect; cellular ATP content (survival), % at 20 µM, or EC50 in µM where a hit was titrated; 190,000 tested, under 10 active;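 active = EC50 below 50 µM in the dose-response confirmation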;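 note: death triggered by thapsigargin at about 15 µM added after 2 h compound pretreatment; cell ATP read after overnight thapsigargin exposure of roughly 18 to 22 hours; normalized against plate controls of thapsigargin alone and 5% DMSO vehicle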
Dynein transport cytoplasmic EGFP: further read-out of Dynein transport, marked with its call; z-score; measured here: cytoplasmic GR-EGFP intensity; active compounds read high
Dynein transport nuclear GR-EGFP: recorded beside Dynein transport, whose call it bears; z-score; measured here: nuclear GR-EGFP intensity;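 lower value marks the stronger effect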
Dynein transport cell count: recorded beside Dynein transport, whose call it bears; z-score; measured here: cell count per field
Ins promoter up cell count: further read-out of Ins promoter up, marked with its call; cell count; measured here: cytotoxicity, nuclei count;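 total cells summed across four imaged fields per well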
Hep lipid drop cells 6.5 µM: also measured in Hep lipid drop; calls as there; cell count; measured here: cell count, cytotoxicity flag;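 cells counted across two imaged fields per well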
MT stabilizer Hoechst-high %: recorded beside MT stabilizer, whose call it bears; % Hoechst-high responders; measured here: nuclear condensation Hoechst responders;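 share of cells brighter than vehicle mean plus two SD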
MT stabilizer cytotoxicity %: second read-out of MT stabilizer, no call of its own (marks repeat the call); toxicity, %; measured here: cytotoxicity by cell density;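 0% = mean cell density of plate MIN control wells and 100% = no cells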
Autophagy HCS cell loss 18 h: further read-out of Autophagy HCS, marked with its call; toxicity, %; measured here: cell loss, nuclei count;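 cell loss after 18 h compound exposure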
Starred values were filed as active, the others as inactive.

COc1ccc(CC(=O)Nc2cccc3ncccc23)cc1OC was read as M1AAP inhibition 1%, Yfh1-off respiration inactive, M17LAP inhibition -2%, MT stabilizer 1.8, Autophagy HCS inactive, Dynein transport -0.61, Hep lipid drop -11, Ins promoter up -0.53, CSM14.1 death rescue -0.4%, Dynein transport cytoplasmic EGFP -0.28, Dynein transport nuclear GR-EGFP -0.38, Dynein transport cell count 0.27, Ins promoter up cell count 1388, Hep lipid drop cells 6.5 µM 697, MT stabilizer Hoechst-high % 1.4, MT stabilizer cytotoxicity % 3.1 and Autophagy HCS cell loss 18 h 10.
Screening CCOC(=O)c1cccc(NC(=O)c2cccs2)c1 returned M1AAP inhibition 5%, Yfh1-off respiration inactive, M17LAP inhibition 8%, MT stabilizer 1.4, Autophagy HCS inactive, Dynein transport 0.025, Ins promoter up -2.2, CSM14.1 death rescue -0.2%, Dynein transport cytoplasmic EGFP -0.19, Dynein transport nuclear GR-EGFP 0.32, Dynein transport cell count -0.64, Ins promoter up cell count 817, MT stabilizer Hoechst-high % 1.8, MT stabilizer cytotoxicity % 0.4 and Autophagy HCS cell loss 18 h 3.
Screening CCOc1ccccc1N1CCN(C(=O)Nc2cccc(Cl)c2)CC1 returned M1AAP inhibition -3%, Yfh1-off respiration inactive, M17LAP inhibition 1%, MT stabilizer 2.6, Autophagy HCS inactive, Dynein transport 1.4, Hep lipid drop -16, Ins promoter up -0.26, CSM14.1 death rescue -3.0%, Dynein transport cytoplasmic EGFP -0.24, Dynein transport nuclear GR-EGFP 0.81, Dynein transport cell count 0.73, Ins promoter up cell count 1271, Hep lipid drop cells 6.5 µM 759, MT stabilizer Hoechst-high % 1.6, MT stabilizer cytotoxicity % 4.9 and Autophagy HCS cell loss 18 h -9.
For CC(NC(=O)/C(=C\c1cccc([N+](=O)[O-])c1)NC(=O)c1ccco1)C(=O)O (centres undefined) the results were M1AAP inhibition 8%, Yfh1-off respiration inactive, M17LAP inhibition 6%, MT stabilizer 2.7, Autophagy HCS inactive, Dynein transport -0.73, Hep lipid drop 5, CSM14.1 death rescue 4.3%, Dynein transport cytoplasmic EGFP -0.16, Dynein transport nuclear GR-EGFP 0.12, Dynein transport cell count -0.3, Hep lipid drop cells 6.5 µM 720, MT stabilizer Hoechst-high % 2.4, MT stabilizer cytotoxicity % 7.9 and Autophagy HCS cell loss 18 h -25.
Screening O=C(CN1CCSCC1)N1CCc2[nH]c3ccc(Br)cc3c2C1 returned M1AAP inhibition 11%, Yfh1-off respiration inactive, M17LAP inhibition 52%, MT stabilizer 2.3, Autophagy HCS inactive, Dynein transport -0.33, Hep lipid drop 29, Ins promoter up -1, CSM14.1 death rescue 0.0%, Dynein transport cytoplasmic EGFP 0.52, Dynein transport nuclear GR-EGFP -0.09, Dynein transport cell count 0.66, Ins promoter up cell count 1880, Hep lipid drop cells 6.5 µM 687, MT stabilizer Hoechst-high % 1.1, MT stabilizer cytotoxicity % 23 and Autophagy HCS cell loss 18 h -2.
For CCNC(=S)/N=C(/Nc1ccccc1)Nc1nc(C)cc(C)n1 the results were M1AAP inhibition 7%, Yfh1-off respiration inactive, M17LAP inhibition 5%, Dynein transport 0.24, Hep lipid drop -19, Ins promoter up -0.49, Dynein transport cytoplasmic EGFP -0.16, Dynein transport nuclear GR-EGFP 0.44, Dynein transport cell count -0.3, Ins promoter up cell count 1016 and Hep lipid drop cells 6.5 µM 762.
`Cn1c(=O)c2c(ncn2CCC(=O)N/N=C/c2cccnc2)n(C)c1=O` gave M1AAP inhibition 4%, Yfh1-off respiration inactive, M17LAP inhibition 10%, Dynein transport 0.57, Hep lipid drop 4, Ins promoter up 0.42, Dynein transport cytoplasmic EGFP -0.19, Dynein transport nuclear GR-EGFP 0.18, Dynein transport cell count -0.32, Ins promoter up cell count 1398 and Hep lipid drop cells 6.5 µM 706.
Screening CCn1c(-c2ccc(C)cc2)n[nH]c1=S returned M1AAP inhibition -3%, Yfh1-off respiration inactive, M17LAP inhibition -4%, MT stabilizer 1.6, Autophagy HCS inactive, Dynein transport -0.19, Hep lipid drop 0, Ins promoter up 1.1, CSM14.1 death rescue 0.9%, Dynein transport cytoplasmic EGFP -0.21, Dynein transport nuclear GR-EGFP -0.019, Dynein transport cell count 0.13, Ins promoter up cell count 931, Hep lipid drop cells 6.5 µM 789, MT stabilizer Hoechst-high % 0.8, MT stabilizer cytotoxicity % 17 and Autophagy HCS cell loss 18 h 5.
CCOC(=O)c1cc2c(nc1N)CC(C)(C)OC2 was read as M1AAP inhibition 3%, Yfh1-off respiration inactive, M17LAP inhibition -89%, MT stabilizer 3.8, Autophagy HCS inactive, Dynein transport 0.89, Ins promoter up 0.03, CSM14.1 death rescue -3.2%, Dynein transport cytoplasmic EGFP -0.25, Dynein transport nuclear GR-EGFP 0.47, Dynein transport cell count 0.78, Ins promoter up cell count 1273, MT stabilizer Hoechst-high % 1.9, MT stabilizer cytotoxicity % 2.4 and Autophagy HCS cell loss 18 h -3.
CC(C)c1cc(NC(=O)c2ccccc2)cc(C(C)C)c1O was read as M1AAP inhibition -4%, Yfh1-off respiration inactive, M17LAP inhibition -4%, MT stabilizer 1.4, Autophagy HCS inactive, Dynein transport 0.46, Hep lipid drop 28, Ins promoter up 1.8, CSM14.1 death rescue -2.5%, Dynein transport cytoplasmic EGFP -0.35, Dynein transport nuclear GR-EGFP -0.067, Dynein transport cell count 0.47, Ins promoter up cell count 997, Hep lipid drop cells 6.5 µM 659, MT stabilizer Hoechst-high % 1.2, MT stabilizer cytotoxicity % 7.0 and Autophagy HCS cell loss 18 h 3.
`COc1ccc(N(C(C)C(=O)N/N=C/c2ccc(OCC(C)C)cc2)S(C)(=O)=O)cc1` (centres undefined) gave M1AAP inhibition -3%, Yfh1-off respiration inactive, M17LAP inhibition 3%, MT stabilizer 3.6, Autophagy HCS inactive, Dynein transport 0.11, Hep lipid drop 11, CSM14.1 death rescue 18%, Dynein transport cytoplasmic EGFP -0.18, Dynein transport nuclear GR-EGFP -0.084, Dynein transport cell count -0.46, Hep lipid drop cells 6.5 µM 626, MT stabilizer Hoechst-high % 3.3, MT stabilizer cytotoxicity % 2.4 and Autophagy HCS cell loss 18 h 8.
For COc1ccc(NC(=O)COC(=O)c2c(F)cccc2Cl)cc1OC the results were M1AAP inhibition 0%, Yfh1-off respiration inactive, M17LAP inhibition -7%, MT stabilizer 6.5, Autophagy HCS inactive, Dynein transport -0.079, Hep lipid drop 7, Ins promoter up -0.02, CSM14.1 death rescue 0.5%, Dynein transport cytoplasmic EGFP -0.19, Dynein transport nuclear GR-EGFP 0.21, Dynein transport cell count -1, Ins promoter up cell count 1368, Hep lipid drop cells 6.5 µM 679, MT stabilizer Hoechst-high % 2.7, MT stabilizer cytotoxicity % 4.7 and Autophagy HCS cell loss 18 h 2.
For COc1ccc(/C=C/C(=O)Nc2cc(C)nn2-c2nc3ccccc3[nH]2)cc1 the results were M1AAP inhibition 4%, Yfh1-off respiration inactive, M17LAP inhibition 1%, MT stabilizer 7.4, Autophagy HCS inactive, Dynein transport -0.73, Hep lipid drop -2, Ins promoter up -1.5, CSM14.1 death rescue -4.0%, Dynein transport cytoplasmic EGFP -0.17, Dynein transport nuclear GR-EGFP -0.4, Dynein transport cell count 0.75, Ins promoter up cell count 1216, Hep lipid drop cells 6.5 µM 662, MT stabilizer Hoechst-high % 6.1, MT stabilizer cytotoxicity % 0.6 and Autophagy HCS cell loss 18 h 8.

As a short view, two of the compounds above:
COc1ccc(CC(=O)Nc2cccc3ncccc23)cc1OC was read as M1AAP inhibition 1%, Yfh1-off respiration inactive, M17LAP inhibition -2%, MT stabilizer 1.8, Autophagy HCS inactive, Dynein transport -0.61, Hep lipid drop -11, Ins promoter up -0.53, CSM14.1 death rescue -0.4%, Dynein transport cytoplasmic EGFP -0.28, Dynein transport nuclear GR-EGFP -0.38, Dynein transport cell count 0.27, Ins promoter up cell count 1388, Hep lipid drop cells 6.5 µM 697, MT stabilizer Hoechst-high % 1.4, MT stabilizer cytotoxicity % 3.1 and Autophagy HCS cell loss 18 h 10.
Screening CCOC(=O)c1cccc(NC(=O)c2cccs2)c1 returned M1AAP inhibition 5%, Yfh1-off respiration inactive, M17LAP inhibition 8%, MT stabilizer 1.4, Autophagy HCS inactive, Dynein transport 0.025, Ins promoter up -2.2, CSM14.1 death rescue -0.2%, Dynein transport cytoplasmic EGFP -0.19, Dynein transport nuclear GR-EGFP 0.32, Dynein transport cell count -0.64, Ins promoter up cell count 817, MT stabilizer Hoechst-high % 1.8, MT stabilizer cytotoxicity % 0.4 and Autophagy HCS cell loss 18 h 3.

Assay outcomes (PubChem)

No enrichment for hits; about 3.5% have a hit in one of these screens.
